# Screening data: PubChem BioAssay, several laboratories
# CIT2-GFP yeast – yeast TOR pathway CIT2-GFP modulation | hit rate 0.065% among 320,000 | S. cerevisiae CIT2-GFP strain, flow cytometry, 3 h; 100 means same as DMSO wells | GFP response vs DMSO, % at 10 µM | AID 2029;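 active = GFP response relative to DMSO above a set limit, near the screen mean plus 3 SD, cut at about 150% in these data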;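 note: ratio of well median GFP fluorescence to mean of DMSO wells on the plate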
# Yeast superoxide – caloric restriction mimetics inhibiting age-related superoxide in yeast. S. cerevisiae aged cells, superoxide DHE fluorescence; stronger effect = lower value. hit rate 0.18% among 330,000. superoxide response (% of plate mean), % at 10 µM;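 active = superoxide response under a set limit, about three screen SD below normal, cut at about 65% in these data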;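 note: yeast aged for seven days with compound at 30 °C before DHE staining; 100% = average MFI of all compound-treated wells on the plate with controls excluded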
# Efflux pump inh – blocks antifungal efflux pumps in multiplex yeast assay. S. cerevisiae Candida pump triplex, Nile Red efflux. hit rate 0.44% among 330,000. inhibition, % at 10 µM;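 active = plate passing quality check with inhibition over a set limit, or well fluorescence over plate mean plus 4 SD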;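 note: Nile Red retained in pooled yeast measured as flow cytometry median fluorescence; 0% = buffer negative control and 100% = Enniatin B positive control; higher means more Nile Red kept so more efflux inhibition; some compounds called inactive have numbers as strong as hits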
# AGP1 TOR yeast – modulators of TOR pathway AGP1-GFP in S. cerevisiae; S. cerevisiae AGP1-GFP multiplex flow cytometry, 3 h; GFP as percent of DMSO wells; GFP response vs DMSO, % at 10 µM; hit rate 0.02% among 320,000;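 active = GFP response relative to DMSO above a set limit, near screen average plus 3 SD, cut at about 150% in these data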;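 note: median GFP channel fluorescence of the gated AGP1 strain per well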
# AHR act – activates the human aryl hydrocarbon receptor | P35869 | AHR-responsive luciferase reporter cells, luminescence | activation, % at 5 µM | hit rate 2.5% among 320,000; in the data active = activation above about 47%;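 note: 0% = vehicle wells and 100% = reference agonist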
# Target sequence (P35869 whole entry, looked up): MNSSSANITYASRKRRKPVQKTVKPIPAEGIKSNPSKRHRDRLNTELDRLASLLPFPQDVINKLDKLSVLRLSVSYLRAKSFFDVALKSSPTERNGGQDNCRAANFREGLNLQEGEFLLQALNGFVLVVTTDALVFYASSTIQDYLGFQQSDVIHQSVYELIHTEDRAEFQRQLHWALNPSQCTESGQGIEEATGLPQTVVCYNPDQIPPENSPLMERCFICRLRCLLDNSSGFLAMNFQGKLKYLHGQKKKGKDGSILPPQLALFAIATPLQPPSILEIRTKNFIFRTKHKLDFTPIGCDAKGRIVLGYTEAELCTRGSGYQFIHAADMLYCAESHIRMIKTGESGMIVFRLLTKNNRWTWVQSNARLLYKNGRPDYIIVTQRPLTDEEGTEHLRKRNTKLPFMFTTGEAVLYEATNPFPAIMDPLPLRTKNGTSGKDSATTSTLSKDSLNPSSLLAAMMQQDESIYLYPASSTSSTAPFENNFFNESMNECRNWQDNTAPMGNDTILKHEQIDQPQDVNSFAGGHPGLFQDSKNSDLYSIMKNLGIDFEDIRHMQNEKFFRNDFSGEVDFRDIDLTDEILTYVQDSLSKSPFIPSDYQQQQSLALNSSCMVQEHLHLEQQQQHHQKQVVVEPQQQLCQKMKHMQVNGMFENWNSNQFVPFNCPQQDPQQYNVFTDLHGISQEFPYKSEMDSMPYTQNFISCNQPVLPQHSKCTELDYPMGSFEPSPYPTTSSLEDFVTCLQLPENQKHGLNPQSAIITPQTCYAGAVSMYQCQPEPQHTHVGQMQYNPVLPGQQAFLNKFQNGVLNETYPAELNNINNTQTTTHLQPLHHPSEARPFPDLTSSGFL
# MEP2 TOR yeast – modulators of TOR pathway MEP2-GFP in S. cerevisiae; S. cerevisiae MEP2-GFP strain, flow cytometry GFP, 3 h; 100% = DMSO control level; GFP response vs DMSO, % at 10 µM; hit rate 0.51% among 330,000; AID 2016;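 active = GFP response versus DMSO above a set limit, roughly screen mean plus 3 SD, cut at about 180% in these data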;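 note: median GFP fluorescence of the barcode-gated MEP2-GFP cells per well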
# LAP4-GFP MLPCN – modulators of TOR pathway LAP4-GFP in S. cerevisiae; GFP response vs DMSO, % at 10 µM; hit rate 0.34% among 320,000; S. cerevisiae LAP4-GFP multiplex, flow cytometry GFP, 3 h; median GFP as percent of DMSO wells;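 active = GFP response vs DMSO above a set limit, about the screen mean plus 3 SD, cut at about 150% in these data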
# RPL19A TOR yeast – alters RPL19A-GFP fluorescence in TOR pathway yeast screen | hit rate 0.3% among 330,000 | AID 2025 | percent response vs DMSO, % at 10 µM | S. cerevisiae RPL19A-GFP strain, flow cytometry, 3 h; stronger effect = lower value;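 active = percent response vs DMSO below 50%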;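 note: median channel GFP fluorescence of the barcoded RPL19A-GFP strain; ratio of sample median GFP to plate DMSO average so 100% = DMSO; lower means less RPL19A-GFP as with rapamycin TOR inhibition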
# * marks the source's active call; other numbers are inactive results; . = no result given.
mol	CIT2-GFP yeast	Yeast superoxide	Efflux pump inh	AGP1 TOR yeast	AHR act	MEP2 TOR yeast	LAP4-GFP MLPCN	RPL19A TOR yeast
O=C(CNCCc1ccccc1)Nc1ccc(C(=O)N2CCCCC2)cc1	97	105	0.0	91	0	97	91	92
O=C(c1cc(F)ccc1F)C1CCCN(C(=O)c2ccco2)C1 (configuration not stated)	99	116	0.0	102	-1	103	97	107
C=CCn1c(NCc2ccc(OC)cc2)nc2ccccc21	103	106	0.0	98	0	100	83	101
C=CCn1c(SCn2nnc3ccccc3c2=O)nc2scc(-c3cccs3)c2c1=O	103	91	0.1	104	0	101	100	102
COCCCNC(=S)N(Cc1ccccc1)Cc1nc2ccccc2c(=O)[nH]1	94	96	0.1	98	0	96	90	102
C=CCOC(=O)C1=C(C)Nc2nnnn2C1c1cc(OC)ccc1OC (configuration not stated)	103	91	0.0	94	-1	112	101	98
CC(C)(C)OC(=O)N1CCC[C@H]1c1nnc(SCc2c(Cl)cccc2Cl)o1	99	95	0.1	106	0	95	98	100
Cn1c(=O)c2c(nc(Cc3ccc(N)cc3)n2C)n(C)c1=O	111	105	0.3	107	2	110	102	102
CCCN1CN(Cc2ccco2)c2nc3ccccc3n2C1	104	95	0.0	97	3	102	108	101
Cc1ccccc1OCC(=O)OCC(=O)NCc1ccccc1	94	122	-0.2	91	1	96	89	92
O=C(CSc1ccc2nnc(-c3ccccn3)n2n1)Nc1ccccc1	101	105	-0.1	103	3	120	117	108
COC(=O)CSc1nnc2cc(C)c3ccccc3n12	91	104	0.1	101	2	102	117	97
Cc1[nH]c2ccccc2c1C(=O)COC(=O)Cn1c(C(F)(F)F)nc2ccccc21	102	89	-0.8	105	12	100	98	97
Cc1ccc(CS(=O)(=O)Cc2ccc(C(=O)NCCCN3CC(C)CC(C)C3)o2)cc1 (configuration not stated)	100	86	0.3	101	2	125	104	101
Cc1cc(C)n(-c2nc(Nc3ccccc3C(F)(F)F)nc(-n3nc(C)cc3C)n2)n1	103	82	0.1	.	7	94	99	103
CCOC(=O)C(C)Sc1snnc1C (configuration not stated)	.	99	0.0	102	0	100	109	101
CCO[C@H]1OC(C(=O)NCc2nc3ccccc3[nH]2)=C[C@@H](c2cn(C(C)=O)c3ccccc23)[C@@H]1CCCO	86	101	-0.1	90	9	96	108	102
Cc1cc(NC(=O)C(C)SCC(=O)N(Cc2ccccc2)c2ccccc2)no1 (configuration not stated)	110	99	-0.1	110	0	99	104	101
Cc1ccc(C(=O)/C=C\Nc2ccc(C)c(C)c2)cc1	103	102	-0.1	106	17	104	95	102
Cc1onc(C(=O)Nc2ccc3c(c2)OCO3)c1[N+](=O)[O-]	108	105	-0.1	108	26	113	104	110
O=C1CN(C(=O)CSc2ccccn2)c2ccccc2N1	101	101	0.0	100	19	89	86	97
CCCC(=O)C1C(=O)CC(CC(C)SCC)CC1=O (configuration not stated)	85	101	0.0	91	1	94	102	101
O=C(Nc1ccc(S(=O)(=O)Nc2ncccn2)cc1)c1ccc(F)c(S(=O)(=O)N2CCOCC2)c1	98	107	0.0	103	1	102	101	101
O=C(C[n+]1ccncc1)c1ccccc1	100	96	0.2	93	8	98	103	95
COc1ccc(F)cc1C(=O)C1CCCN(C(=O)c2ccc(C(C)=O)s2)C1 (configuration not stated)	107	98	0.2	107	-1	102	97	103
Cc1ccc2[nH]c3c(=O)n(Cc4ccco4)cnc3c2c1	96	106	0.0	100	46	103	106	99
O=C(c1ccco1)N1CCN(C(=O)c2cccc3c2C(=O)N(Cc2cccnc2)C3)CC1	99	109	0.0	100	0	103	95	106
O=C(Nc1ccc(F)cc1)c1cccnc1NCCc1ccccc1	80	90	-0.3	96	26	143	108	102
CCOC(=O)N1CCN(CC(O)COCC2=CCC3CC2C3(C)C)CC1 (configuration not stated)	90	98	0.1	87	3	104	94	102
Cc1ccc(S(=O)(=O)N2CCN(C(=O)N3CCOCC3)C2C)cc1 (configuration not stated)	105	92	-0.1	103	0	99	92	102
CCCc1cc(C(=O)Cc2nc3ccccc3s2)c(O)cc1O	104	101	-0.1	80	7	107	93	99
CCC(C)(C)NC(=O)/C=C/c1cnc2ccccc2n1	96	71	0.1	97	18	105	95	104
O=C(NCc1cccnc1)c1ccc(Br)o1	106	86	-0.1	102	1	97	109	98
O=C(CSc1nccn1-c1ncc(C(F)(F)F)cc1Cl)c1ccc(Br)cc1	90	94	-0.3	102	36	103	105	98
CCOc1cc(/C=C/C(=O)OCC(=O)NCC2CCCO2)cc(Cl)c1OC (configuration not stated)	125	105	0.0	100	1	108	86	100
N#CN=C1CCCCCN1CC(N)=O	.	114	-0.1	103	-1	105	108	105
c1cc(CSc2nnc(-c3ccc4c(c3)OCO4)o2)ccn1	96	106	0.2	98	88*	99	96	101
CN(C)c1nc(NCc2ccccc2)nc(SCC(N)=O)n1	107	105	-0.1	105	4	102	101	106
COc1cc(C)c(C(C)C)cc1S(=O)(=O)N1CCN(C)CC1	84	99	0.0	88	1	86	82	90
CN1C(=O)/C(=C/c2coc3ccc(O)cc3c2=O)SC1=S	88	71	0.2	96	2	101	97	95
O=C(O)CCCC(=O)Nc1ccc(C(=O)NCc2cccnc2)cc1	96	100	-0.1	100	-1	102	101	98
CCCCOc1ccccc1NC(=O)CSc1nnnn1C(C)(C)C	102	95	0.0	101	1	99	101	96
Cc1ccc(N2C(=O)c3ccccc3NC2(C(=O)O)c2ccccc2)cc1Cl (configuration not stated)	84	99	-0.1	78	7	103	103	105
COc1ccc(NC(=O)CN(C)C(=O)Cc2ccc3c(c2)OCCO3)cc1	82	110	0.0	102	1	96	96	92
CC(C)C(=O)OCC(=O)Nc1ccc(N=Nc2ccccc2)cc1	86	92	0.1	91	1	94	116	91
CCN(CC)c1ccc2cc(-c3nnc(-c4ccccc4)o3)c(=O)oc2c1	83	98	0.3	81	15	95	97	89
CCN(Cc1ccccc1)S(=O)(=O)c1ccc(OC)cc1	88	103	0.0	93	0	103	98	100
Cc1nc2nc(-c3cccnc3)nn2c(C)c1Cl	104	96	-0.1	105	98*	103	104	102
CC1=C(C(=O)Nc2cccc(C(=O)NCc3ccccc3C)c2)SCCO1	105	102	0.0	107	10	106	116	106
CN(CC(=O)Nc1ccc(Cl)cc1)C(=O)c1ccc(N2CCCC2=O)cc1	108	105	-0.1	104	-1	109	114	105
c1ccc(-c2nnc(CN3CCN(C(c4ccccc4)c4ccccc4)CC3)o2)cc1	88	92	0.1	95	-2	94	102	95
O=C(Nc1cccc2c1CCCC2)C1CCN(c2nnnn2-c2ccccc2)CC1	99	106	-0.1	101	4	99	98	98
COc1cc(C(=O)C(=O)c2cc(OC)c(O)c(OC)c2)cc(OC)c1O	112	97	-0.2	107	-1	100	95	100
COc1ccc2c(c1)-c1ccccc1S(=O)(=O)N2C(C)=O	118	103	0.0	94	10	113	134	96
COC(=O)c1cnn(-c2ccc(F)cc2F)c1/C=N/NC(N)=S	.	102	-0.1	.	0	103	.	105
CCOc1ccc(NC(=O)CCC(=O)c2ccc(Br)cc2)cc1	101	89	0.0	100	0	93	84	97
CN(C)c1ccc(/C=N/NS(=O)(=O)c2ccc(Br)cc2)cc1	94	92	0.0	101	3	101	102	100
COc1cc(C(=O)NC2CCCc3ccccc32)cc(OC)c1OC (configuration not stated)	93	104	-0.5	92	5	96	96	100
Cc1cc(C(=O)NNc2cc(Cl)ccc2Cl)no1	140	97	-0.1	127	1	104	99	106
COc1c(Br)cc(Br)cc1/C=N/NC(=O)c1cccnc1	101	94	-0.1	110	.	100	97	106

# Following part:
mol	CIT2-GFP yeast	Yeast superoxide	Efflux pump inh	AGP1 TOR yeast	AHR act	MEP2 TOR yeast	LAP4-GFP MLPCN	RPL19A TOR yeast
CCCSc1cc(N)cc([N+](=O)[O-])c1	99	135	0.2	90	9	96	92	103
COc1cc(C(=S)N2CCOCC2)cc(OC)c1OS(=O)(=O)c1ccc(Cl)cc1	109	97	0.2	97	2	118	102	106
CCCC(=O)Nc1ccc(-c2nc3cc(C)c(C)cc3o2)cc1	91	123	0.1	93	-8	107	108	99
CC(=O)c1ccc(OCC(=O)OC(C)C(=O)NC2CCCCC2)cc1 (configuration not stated)	99	97	-0.1	99	4	99	98	96
Cn1nnnc1Sc1ncnc2scc(-c3ccc(F)cc3)c12	104	120	0.5	101	0	111	108	101
O=C(Cc1cccs1)N/N=C/C(Cl)=C/c1ccccc1	93	97	0.1	101	8	101	102	99
CCCc1cc(=O)oc2cc(C)cc(OC(C)C(=O)NCCCN3CCOCC3)c12 (configuration not stated)	101	94	0.1	98	2	104	98	98
COc1ccc(/C=C2/NC(=O)N(CC(=O)Nc3cccc(C)c3)C2=O)cc1O	.	99	0.1	93	2	102	83	83
CCn1nnnc1NCc1ccc(SC)cc1	106	100	0.1	98	.	109	99	104
COc1cccc(C(=O)CSc2nnc(-c3ccco3)n2CC2CCCO2)c1 (configuration not stated)	.	90	-0.1	102	1	99	95	101
O=C(Nc1ccc(Cl)cc1)C1=Cc2cc(Cl)ccc2OC1	116	105	0.1	105	45	122	126	104
CCOC(=O)C1=C(C)N=c2s/c(=C\c3ccc(OCC(=O)O)cc3)c(=O)n2C1c1ccc(Cl)cc1 (configuration not stated)	99	103	0.1	93	.	108	91	102
COC(=O)c1c(NC(=O)COC(=O)c2ccc(C)s2)sc2c1CCCCC2	94	104	0.0	95	2	94	97	103
COc1cccc(C2=NN(C(=O)c3ccc(C)o3)C(O)(C(F)(F)F)C2)c1 (configuration not stated)	86	92	0.0	81	7	66	109	93
Cc1nn(-c2ccccc2)c2c1c(C)c(CCC(=O)N1CCOCC1)c(=O)n2C	110	131	-0.1	114	4	110	108	107
CN(C)C(=S)Nc1ccc(S(=O)(=O)N2CCCCC2)cc1	109	104	0.0	115	-2	107	110	103
Cc1ccc(C2=NN(C(=O)CSc3nc4ncc(Cl)cc4[nH]3)C(c3ccco3)C2)cc1 (configuration not stated)	102	116	-0.1	99	44	100	100	108
COc1ccc(CN(CCO)CCO)cc1[N+](=O)[O-]	136	83	0.3	98	1	140	106	102
CC(Oc1ccc(F)cc1)C(=O)N(Cc1ccccc1)c1c(N)n(Cc2ccccc2)c(=O)[nH]c1=O (configuration not stated)	93	90	-0.1	103	2	105	111	97
CC(=O)Nc1ccc(C(=O)OCC(=O)NCc2ccc3c(c2)OCO3)cc1	96	104	-0.2	104	0	109	103	99
CCN(CC)c1ccc(NC(=O)c2cccc(F)c2)c(C)c1	92	97	0.0	108	0	95	87	97
COC(=O)Cc1ccc(NC(=O)c2ccc3c(c2)C(=O)N(Cc2cccnc2)C3=O)cc1	.	114	0.0	105	0	92	96	104
COC(=O)/C(=C\c1ccc2c(c1)c1ccccc1n2C)NC(=O)c1ccccc1	103	106	-0.2	95	76*	101	103	100
Cc1ccc(C(C)C)c(OCC(=O)NNC(=O)C(C(C)C)N2C(=O)c3ccccc3C2=O)c1 (configuration not stated)	105	98	0.0	110	-1	114	112	115
Cc1ccccc1Cn1ccc(NC(=O)c2cnn3c2NC(c2ccccc2)CC3C(F)(F)F)n1 (configuration not stated)	100	91	-0.1	89	2	97	93	90
